# SSB-PriA inh = inhibitors of Klebsiella pneumoniae PriA binding to SSB C-terminal tail | AlphaScreen SSBct-PriA binding, biotinylated peptide | inhibition, % at 33 µM | 430,000 compounds, 0.6% hits | AID 1272365; in the data active = inhibition mostly above about 37%, no sharp cut-off; inactive = mostly below about 20%;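 note: plate controls were negative control peptide for no effect and reference peptide for full effect; strong numbers were not always called active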
# TcdB GH inh = blocks C. difficile toxin B glycohydrolase activity | AID 652162 | P18177 | 350,000 compounds, 0.24% hits | inhibition, % at 9.99 µM | TcdB glycohydrolase enzymatic assay, plate reader; in the data active = inhibition above about 10%
# PfHsp40 yeast = rescue of PfHsp40-mediated yeast toxicity; S. cerevisiae expressing PfHsp40, growth rescue, ATP luminescence; growth rescue, % at 12.5 µM; 340,000 compounds, 0.68% hits; AID 504582; in the data active = growth rescue above about 28%, passing the limit was not always enough; inconclusive = no clear call, values can overlap the other calls;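 note: yeast W303a lacking pdr1 and pdr3 grown in galactose medium; growth measured after three days at 30 °C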
# VHR inh abs = blocks human VHR1 dual specificity phosphatase | P51452 | recombinant VHR phosphatase, pNPP absorbance | inhibition, % at 13.3 µM | 290,000 compounds, 0.52% hits; in the data active = inhibition above about 50%; note: some compounds called inactive have numbers as strong as hits
# Target sequence (P51452 whole entry, looked up): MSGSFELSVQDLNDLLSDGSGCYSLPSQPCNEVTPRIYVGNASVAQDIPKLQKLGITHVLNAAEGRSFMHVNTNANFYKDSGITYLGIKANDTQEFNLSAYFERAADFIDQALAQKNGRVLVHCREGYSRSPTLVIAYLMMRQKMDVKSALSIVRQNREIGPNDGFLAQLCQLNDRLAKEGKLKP
# BH1578 lux ind = quorum light induction in luxS cqsA deficient V. cholerae. V. cholerae BH1578 lux reporter, luminescence, 6 h. activation, % at 18.7 µM. 350,000 compounds, 0.16% hits; in the data active = activation mostly above about 9.7%, no sharp cut-off; inconclusive = no clear call, values can overlap the other calls; inactive = mostly below about 3.7%; note: not every result past the cut was called active; inactives centre near 0; reference of the scale not given here
# BoNT A protease = inhibitors of Botulinum neurotoxin A light chain protease. multiplex microsphere protease substrate cleavage, flow cytometry. inhibition, % at 10 µM. 360,000 compounds, 0.17% hits. AID 588499; note: plate controls were buffer without enzyme for full effect and enzyme alone for no effect
# CCHFV vOTU inh = blocks the CCHF virus ovarian tumor domain protease; CCHFV vOTU protease, Pep-AMC fluorescence; inhibition, % at 11.5 µM; 370,000 compounds, 0.55% hits; AID 651958; in the data active = inhibition above about 30%; note: 0% = vehicle wells with enzyme and 100% = no enzyme wells
# Anthrax LF inh2 = inhibitors of Bacillus anthracis lethal factor protease; P15917; multiplex microsphere protease cleavage assay, LF; inhibition, % at 10 µM; 360,000 compounds, 0.12% hits; note: plate controls were buffer without enzyme for full effect and enzyme alone for no effect
# Target sequence (P15917 whole entry, looked up): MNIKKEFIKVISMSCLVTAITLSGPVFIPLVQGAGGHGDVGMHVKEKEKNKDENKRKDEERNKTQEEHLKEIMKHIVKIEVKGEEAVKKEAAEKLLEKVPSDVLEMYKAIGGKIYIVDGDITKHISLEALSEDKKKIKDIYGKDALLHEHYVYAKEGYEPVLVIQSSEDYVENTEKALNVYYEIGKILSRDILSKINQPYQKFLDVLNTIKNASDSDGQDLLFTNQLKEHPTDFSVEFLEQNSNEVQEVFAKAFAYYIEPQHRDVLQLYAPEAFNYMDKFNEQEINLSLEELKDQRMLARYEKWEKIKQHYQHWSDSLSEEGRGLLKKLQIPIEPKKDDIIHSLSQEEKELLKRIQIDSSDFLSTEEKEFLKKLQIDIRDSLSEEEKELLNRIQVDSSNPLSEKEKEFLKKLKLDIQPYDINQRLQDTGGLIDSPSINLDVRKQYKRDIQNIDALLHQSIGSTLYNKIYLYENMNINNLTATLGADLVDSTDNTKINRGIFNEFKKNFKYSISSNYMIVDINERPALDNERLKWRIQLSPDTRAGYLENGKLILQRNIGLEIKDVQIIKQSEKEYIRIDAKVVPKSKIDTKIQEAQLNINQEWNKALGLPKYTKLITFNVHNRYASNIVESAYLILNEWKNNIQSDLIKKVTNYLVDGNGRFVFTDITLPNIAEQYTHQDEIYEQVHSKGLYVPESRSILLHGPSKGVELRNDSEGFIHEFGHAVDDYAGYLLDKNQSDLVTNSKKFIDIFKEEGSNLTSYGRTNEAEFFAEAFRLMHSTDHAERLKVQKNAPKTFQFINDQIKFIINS
# Yp Topo-I inh = inhibitors of Yersinia pestis topoisomerase I. Y. pestis Topo-I cleavage product accumulation, plate reader. activity, % at 10 µM. 360,000 compounds, 0.064% hits. AID 504884; in the data active = activity above about 50%, passing the limit was not always enough; inconclusive = no clear call, values can overlap the other calls; note: inactives centre near 2
# SARS 3CLpro inh = SARS-CoV 3CLpro protease inhibition; P0C6X7; recombinant SARS-CoV 3CLpro, quenched FRET peptide cleavage; inhibition, % at 6 µM; 290,000 compounds, 0.14% hits; in the data active = inhibition above about 12%
# An asterisk follows results filed as active; i = inactive; ? = inconclusive; nt = no result given. Cut-off read from the data, not from the text of the source, unless noted: active = inhibition above about 30%; inconclusive = no clear call, values can overlap the other calls; inactive = below that.
item	Structure	BH1578 lux ind	SSB-PriA inh	VHR inh abs	SARS 3CLpro inh	CCHFV vOTU inh	PfHsp40 yeast	Anthrax LF inh2	BoNT A protease	TcdB GH inh	Yp Topo-I inh
1	O=C(CSc1ccc2c(c1)OCCO2)NCCN1C(=O)CSC1=O	i	1	19	2	-2	-1.0	0	-0.5	nt	-5
2	O=C1Cc2cc(S(=O)(=O)Nc3ccc(F)cc3Cl)ccc2N1	i	-10	nt	nt	0	-0.6	-4	-0.2	0.6	-5
3	CC(/C=C/C1[C@H](C)C[C@H](O[C@@H]2O[C@H](CO)[C@@H](O)[C@H](O)[C@H]2O)CC1(C)C)O[C@H]1O[C@H](CO)[C@@H](O)[C@H](O)[C@H]1O (some centres not stated)	-0.4	3	nt	nt	7	-0.5	-2	-0.1	-1.4	-1
4	OC(c1cccc(Cl)c1)c1ncc(-c2ccc3ccccc3c2)[nH]1 (configuration not stated)	i	nt	nt	nt	-4	nt	-12	-0.3	-3.7	-8
5	O=C(CSCc1cccc(Cl)c1)N1CCN(Cc2ccc3c(c2)OCO3)CC1	-2.0	-12	-33	-6	13	4.9	0	-0.8	nt	7
6	O=C(NC1CCCCC1)C(c1cccnc1)N(CCc1ccccc1)C(=O)Cc1cccs1 (configuration not stated)	-0.3	-14	13	5	-5	-0.4	0	-0.5	0.7	1
7	COc1cc(-c2[nH]nc3c2C(c2ccco2)C(C#N)=C(N)O3)cc(OC)c1OC (configuration not stated)	i	-10	0	3	8	0.4	-1	1.0	-8.9	-6
8	c1ccc(-c2nc(NCC3CCCO3)c3ccccc3n2)nc1 (configuration not stated)	-0.7	89*	17	4	-1	-0.6	-2	-1.6	nt	31
9	O=C(CCn1nc(-c2ccccc2)c2ccccc2c1=O)N1CCN(c2ccccc2)CC1	-0.2	3	27	0	-6	-1.7	-17	1.8	nt	2
10	C/C=C\C(=O)Nc1cccc(C2=NOC3(C2)C[C@H](C(N)=O)N(C(=O)Cc2ccc([N+](=O)[O-])cc2)C3)c1 (some centres not stated)	-0.6	1	-4	nt	11	0.2	-6	0.3	1.3	9
11	COc1ccc(CNC(=O)[C@H](C)NC(=O)C2CCN(C(=O)[C@@H](N)CCSC)CC2)cc1	-0.4	-12	4	0	-1	-2.5	-3	0.5	-1.1	1
12	COc1cccc(NC(=O)c2ccccc2NS(C)(=O)=O)c1	-0.3	-4	8	-5	-4	-1.3	-4	-1.8	nt	-7
13	COc1ccc(/C=N\NC(=O)c2ccc(F)cc2)cc1COc1cc(F)ccc1[N+](=O)[O-]	0.2	nt	4	5	5	-0.3	1	0.2	-2.5	12
14	O=C(NCc1cccnc1)C(=O)Nc1ccc([N+](=O)[O-])cc1	i	19	22	1	-4	0.5	0	-0.4	-0.9	1
15	O=C(Nc1ccccc1N1CCCCC1)c1cccc([N+](=O)[O-])c1	i	-10	-3	-2	-11	?	-5	0.1	0.1	8

# Some of the entries so far, with values under each structure:
# Each structure is followed by: BH1578 lux ind | SSB-PriA inh | VHR inh abs | SARS 3CLpro inh | CCHFV vOTU inh | PfHsp40 yeast | Anthrax LF inh2 | BoNT A protease | TcdB GH inh | Yp Topo-I inh
6	O=C(NC1CCCCC1)C(c1cccnc1)N(CCc1ccccc1)C(=O)Cc1cccs1 (configuration not stated)
 : -0.3 | -14 | 13 | 5 | -5 | -0.4 | 0 | -0.5 | 0.7 | 1
7	COc1cc(-c2[nH]nc3c2C(c2ccco2)C(C#N)=C(N)O3)cc(OC)c1OC (configuration not stated)
 : i | -10 | 0 | 3 | 8 | 0.4 | -1 | 1.0 | -8.9 | -6
8	c1ccc(-c2nc(NCC3CCCO3)c3ccccc3n2)nc1 (configuration not stated)
 : -0.7 | 89* | 17 | 4 | -1 | -0.6 | -2 | -1.6 | nt | 31

# Next part:
item	Structure	BH1578 lux ind	SSB-PriA inh	VHR inh abs	SARS 3CLpro inh	CCHFV vOTU inh	PfHsp40 yeast	Anthrax LF inh2	BoNT A protease	TcdB GH inh	Yp Topo-I inh
16	CCOc1ccc(NC(=O)CN(C)C(=O)CCNC(=O)c2ccco2)cc1OCC	i	-4	nt	nt	-2	-0.1	-4	-0.5	3.1	2
17	O=S(=O)(c1ccc(Cl)cc1)N1CCC2(CC1)OCCN2S(=O)(=O)c1cccs1	5.3	-5	nt	nt	-16	55*	nt	nt	1.7	12
18	CSc1ccc(/C=C(/NC(=O)c2ccccc2)C(=O)NCCCn2ccnc2)cc1	-0.3	-11	30	-5	11	-1.5	2	4.0	1.2	-5
19	O=C(NCCc1ccccc1)c1cc(-c2ccccc2)c(N2CCOCC2)s1	-0.3	4	nt	nt	5	-0.7	-4	-0.6	1.8	8
20	CC1(C)CC(=O)C2=C(C1)NCN(Cc1ccccc1)C2	i	nt	22	-1	2	0.9	-13	-0.3	nt	-5
21	Cc1nn(CCCC(=O)O)c(C)c1[N+](=O)[O-]	i	-1	28	2	15	-0.2	-4	-0.2	1.7	4
22	O=C(CCC(=O)Nc1ccccc1Cl)NNC(=S)Nc1ccccc1C(F)(F)F	-0.5	-3	14	-3	10	0.0	-2	0.8	-4.0	-4
23	Cc1cc(C)nc(Nc2ccc(Br)cc2C(=O)O)n1	0.8	-9	9	-2	-1	0.8	-7	-1.8	2.8	-2
24	COc1cc2c3c(c1OC)C1(C=CC(=NO)C=C1)CC3N(C(C)=O)CC2 (configuration not stated)	-0.3	0	21	1	0	1.6	-5	-1.0	nt	-3
25	COc1ccc(C2C(C#N)=C(N)Nc3onc(C(C)(C)C)c32)c(OC)c1 (configuration not stated)	i	11	-8	-2	20	-0.2	0	0.1	nt	-7
26	Cc1ccc2nc3sc(C(=O)N4CCCc5ccccc54)c(N)c3cc2c1	nt	3	-4	1	1	-1.0	6	15	nt	-11
27	O=C(Oc1ccccc1Cl)c1ccc(N2CCOCC2)c([N+](=O)[O-])c1	i	26	21	-5	-4	-0.4	-3	-0.6	nt	3
28	Cc1ccc(-c2csc3ncn(CC(=O)N4CCOCC4)c(=O)c23)cc1	i	-5	0	0	9	-0.4	0	0.2	1.4	0
29	Oc1c(Br)cc(/C=N/Nc2ccc(Cl)nn2)cc1Br	i	nt	7	-2	6	0.9	-2	2.4	0.4	-7
30	N#CCSc1nc2c(c(=O)n1Cc1ccco1)C1(CCCC1)Cc1ccccc1-2	-2.1	16	18	-1	1	-0.7	-2	-0.6	nt	21
31	CC1=NN(C(=O)CCc2ccccc2)C(c2ccccc2)C1 (configuration not stated)	-0.5	-7	7	-4	-12	-1.6	-2	0.0	0.4	-7
32	O=C(C1CC(c2ccc(F)cc2)=NO1)N1CCC2(CC1)OCCO2 (configuration not stated)	i	-13	37	4	-5	-2.6	4	0.5	nt	2
33	CCOC(=O)c1[nH]c2c(c1-c1ccccc1)C(=O)CC(c1ccc(OC)c(OC)c1)C2 (configuration not stated)	-0.2	-8	-11	-1	1	3.1	-9	-0.9	0.6	3
34	O=C(NC1CCCCCC1)C(=S)NCc1ccccc1	-1.0	-13	7	-3	3	4.2	-6	-0.7	0.9	30
35	Cc1ccc(C(=O)CCC(=O)Nc2ccccc2C)c(C)c1	-0.2	0	5	2	-16	-0.4	-4	1.1	0.0	-2
36	O=C(NCCCCl)C1CC(=O)N(CCc2ccc(F)cc2)C1 (configuration not stated)	i	-11	-6	0	-13	0.3	4	2.3	-1.4	6
37	CC(=O)Nc1ccc(C2=NOC(C)(C)C(=O)N2Cc2cccc(C#N)c2)cc1	i	nt	nt	nt	-3	nt	-7	-1.0	0.8	1
38	CC(CNC(=O)C1CCCCC1)NC(=O)C1CCCCC1 (configuration not stated)	-1.5	-13	5	0	7	80*	2	1.0	-0.5	3
39	O=C(CCN1C(=O)C2C3C=CC(C3)C2C1=O)NCCc1ccccc1 (configuration not stated)	i	-6	24	3	13	0.2	-3	-0.7	nt	-9
40	CC(CC(=O)N(C)c1c(N)n(Cc2ccccc2)c(=O)[nH]c1=O)c1ccccc1 (configuration not stated)	-1.8	-3	nt	nt	-7	0.2	0	-1.9	0.3	-3
41	CC1(OCON)CCCc2ccccc21 (configuration not stated)	i	-10	-3	-4	14	7.1	-6	-0.3	0.9	6
42	CN(C(=O)c1ccc(NC(=O)Cc2cccc(NC(=O)C3CCCN(C(=O)CCc4ccccc4)C3)c2)cc1)C1CC1 (configuration not stated)	i	2	nt	nt	-5	0.5	0	-0.3	-1.1	27
43	Cc1ccc(-c2c(C)sc3nc(CN4CCN(CC(=O)NC5CC5)CC4)[nH]c(=O)c23)cc1	i	1	nt	nt	3	-1.5	5	0.6	0.7	11
44	O=C(COC(=O)CCN1C(=O)c2cccc([N+](=O)[O-])c2C1=O)NCc1ccccc1	-0.7	-5	21	-1	11	0.2	11	-0.5	1.1	0
45	Cc1cc(C)c(NC(=O)Cn2nnc(C(=O)NCc3ccc4c(c3)OCO4)c2N)c(C)c1	-0.9	-19	-7	2	nt	2.0	-1	0.0	nt	40
46	Clc1cccc(N2CCN(CCCN3CCN(c4ccccc4)CC3)CC2)c1	i	-8	nt	nt	-8	-1.9	-10	-1.2	-0.9	33
47	C=CCc1cccc(CNc2cnc3ccccc3c2)c1O	-1.7	-23	2	-3	-39	3.7	-2	-2.9	1.2	21
48	COc1ccc(S(=O)(=O)NCC(=O)N(CC(=O)NCc2ccco2)Cc2ccccc2)cc1	-0.4	3	20	0	-10	0.0	-2	-0.8	2.1	10
49	COc1ccc(-c2nc3n(n2)C(c2ccccc2Cl)C(C(N)=O)=C(C)N3)cc1 (configuration not stated)	-0.9	0	38	5	-4	0.0	-1	0.1	0.3	-4
50	Cc1ccc(N2C(=O)C3CC3C2=O)cc1 (configuration not stated)	-0.5	-9	17	6	-3	-0.5	-2	-0.2	0.3	-1
51	COc1ccc(NC(=O)c2ccc([N+](=O)[O-])s2)c([N+](=O)[O-])c1	-0.6	-5	33	1	-1	0.0	-6	-0.4	0.9	-7
52	O=C(c1cccs1)N1CCN(S(=O)(=O)c2ccccc2)CC1	-1.4	-18	19	5	-7	2.0	-2	-0.9	nt	10
53	CCOCCCNC(=O)C(c1ccc(C)cc1)N(Cc1ccc2c(c1)OCO2)C(=O)c1ccccn1 (configuration not stated)	-3.3	2	-6	5	-16	0.5	-2	0.3	0.6	13
54	O=C1C2C3C=CC(CC3)C2C(=O)N1c1ccc([N+](=O)[O-])cc1 (configuration not stated)	i	2	4	2	-10	-1.3	-5	-4.1	0.1	0
55	CC(=O)Nc1cc(C(=O)N(C)Cc2ccccc2)ccc1S(=O)(=O)c1ccc(C)cc1	i	-1	27	-5	-2	-1.6	-11	-2.8	1.4	24
56	CN(C)/C=C/C(=O)c1ncc(C(F)(F)F)cc1Cl	-1.6	-9	9	-4	15	-0.9	2	-0.5	9.4	2
57	CN1C(=O)C2(C(C#N)=C(N)Oc3n[nH]c(-c4ccc(Cl)cc4)c32)c2ccccc21 (configuration not stated)	0.2	-4	-12	5	-5	-0.1	-3	0.4	-1.3	7
58	O=C(C1=C(O)C(=O)N(c2ncccn2)C1c1ccc(F)cc1)c1ccco1 (configuration not stated)	-0.9	-10	13	3	-13	-0.5	19	0.4	1.8	3
59	COc1ccc2nc(SCC(=O)NC3CCCCC3)[nH]c2c1	-0.3	-12	58*	-4	8	-0.1	-11	-1.0	0.7	13
60	CC(C)CCc1noc(CN2CCN(c3ccc(Cl)cn3)CC2)n1	i	-4	13	-1	-5	-0.2	1	0.1	1.4	-2
61	OCCC1CN(CC2CCCCC2)CCN1C1CCCC1 (configuration not stated)	-1.3	-5	10	3	10	0.5	-9	3.9	0.9	5
62	O=C(CCc1nc(-c2ccccc2)no1)NCC1CCCO1 (configuration not stated)	3.8	-1	-1	-1	7	-1.6	5	1.5	nt	-4
63	CN(C)CCCNS(=O)(=O)c1ccc(Oc2ncc(C(F)(F)F)cc2Cl)cc1	i	3	-13	-1	-2	14	2	-0.4	nt	-8
64	COc1ccc(-c2cc(-c3ccc(O)cc3)nc(N)c2C#N)cc1	-0.7	-19	8	4	-4	2.0	-2	0.2	0.8	-9

# This is a subset, so the mix of outcomes need not match the whole.
